A549 viability: Nrf2 qHTS screen for inhibitors: counterscreen for cytotoxicity | A549 ARE-Fluc cells, CellTiter-Fluor viability, 18-24 h | Potency, µM (doses to about 46 µM), for inactives: top-dose activity change, negative = cytotoxicity, hits mostly inhibitors | 0.16% of 390,000 active; further: potency means the concentration at half of the fitted maximal effect; on the % scale 0 is the no-effect control and ±100 the full control effect
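A549 ARE-Fluc cells in 5% FBS OPTI-MEM, 5000 cells/well, rested 2 h then exposed to compounds in concentration-response for 18-24 h at 37 °C. Viability by CellTiter-Fluor fluorescence (Ex 405/Em 525) after 30 min; luciferase luminescence (BugLite, 15 min, RT) read afterwards.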
HepG2 tox: qHTS for Inhibitors of TGF-b: Cytotox Counterscreen. 0.76% of 410,000 active. HepG2 CAGA-GFP viability, ATP luminescence, 18 h. Potency, µM (top dose mostly 46.1 µM), inactives show top-dose activity change, negative = cytotoxicity, usual class: cytotoxic. AID 588856, 2011; further: potency means the concentration at half of the fitted maximal effect; some results filed as inactive show a strong effect at the top dose
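CellTiter-Glo luminescence gave cytotoxicity after 18 hours at 37 degrees C. The cells were HepG2 CAGA-GFP in 1% FBS DMEM, stimulated with 500 pg/mL TGF-beta after compound addition. %Activity was normalised to no-cell wells (complete cell-killing) and DMSO (no toxicity), and curves were fitted and classified.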
IL-2 act: qHTS of IL-2 Activators; 0.065% of 360,000 active; IL-2 activation reporter assay, cell-based qHTS; stimulated with anti-CD3/CD4/CD28 beads; in transgenic mouse T cells; activation, % (series mostly up to about 46 µM); AID 652025, 2013; in the data active means activation above about 50%; inconclusive means mostly about 30% to 49%; further: 0% is about no effect
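First, unstimulated transgenic mouse T cells were exposed to compound for 60 min. Next, anti-CD3/anti-CD4-coated beads with anti-CD28 were added. Finally, after 18 h at 37 degrees C, EGFP and DsRed were imaged.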
Nrf2 inh: Nrf2 qHTS screen for inhibitors. A549 ARE-Fluc reporter, luciferase luminescence, 18-24 h. Potency, µM (doses to about 46 µM), without a hit: at the top dose activity change, negative = inhibition, hits mostly inhibitors. 2.1% of 360,000 active. AID 504444, 2011; further: potency means the concentration at half of the fitted maximal effect; on the % scale 0 is the no-effect control and ±100 the full control effect; nearly all actives have a fitted effect of over 60% in size
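Reporter: ARE-Fluc in A549. Exposure: 18-24 h, 37 °C, 5% CO2, 5% FBS OPTI-MEM. Readouts: fluorescent cytotoxicity (CellTiter-Fluor), then luminescent Nrf2 signal after BugLite.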
TGFb SMAD3 inh: qHTS for Inhibitors of TGF-b. HepG2 CAGA-GFP TGF-b/SMAD3 reporter, GFP fluorescence, 18 h; TGF-beta stimulated, 500 pg/mL final. Potency, µM (doses to about 46.1 µM), for the others: at the highest dose activity, negative = inhibition, actives largely listed as inhibitors. 1.2% of 410,000 active; further: potency means the concentration at half of the fitted maximal effect; on the % scale 0 is the no-effect control and ±100 the full control effect; nearly all actives have a fitted effect of over 65% in size
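HEPG2 CAGA-GFP cells (1000/well, DMEM with 1% FBS) were pre-incubated 2 h at 37 degrees C, given compound by pin tool, then stimulated with TGF-beta at 500 pg/mL final for 18 h before per-cell GFP fluorescence imaging.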
EPAC2 agonist: qHTS for Agonist of cAMP-regulated guanine nucleotide exchange factor 4 (EPAC2): primary screen | AID 720711, 2013 | 0.079% of 360,000 active | Potency, µM (top dose mostly 154 µM), inactives show at the top dose activation, hits mostly activators | Rap guanine nucleotide exchange factor 4 (Homo sapiens), Q8WZA2 | EPAC2 activation, biochemical qHTS; response scale: 100% = 6.5 mM cAMP response; further: potency means the concentration at half of the fitted maximal effect; nearly all actives have a fitted effect of over 50% in size
Target sequence (Q8WZA2 whole entry, looked up): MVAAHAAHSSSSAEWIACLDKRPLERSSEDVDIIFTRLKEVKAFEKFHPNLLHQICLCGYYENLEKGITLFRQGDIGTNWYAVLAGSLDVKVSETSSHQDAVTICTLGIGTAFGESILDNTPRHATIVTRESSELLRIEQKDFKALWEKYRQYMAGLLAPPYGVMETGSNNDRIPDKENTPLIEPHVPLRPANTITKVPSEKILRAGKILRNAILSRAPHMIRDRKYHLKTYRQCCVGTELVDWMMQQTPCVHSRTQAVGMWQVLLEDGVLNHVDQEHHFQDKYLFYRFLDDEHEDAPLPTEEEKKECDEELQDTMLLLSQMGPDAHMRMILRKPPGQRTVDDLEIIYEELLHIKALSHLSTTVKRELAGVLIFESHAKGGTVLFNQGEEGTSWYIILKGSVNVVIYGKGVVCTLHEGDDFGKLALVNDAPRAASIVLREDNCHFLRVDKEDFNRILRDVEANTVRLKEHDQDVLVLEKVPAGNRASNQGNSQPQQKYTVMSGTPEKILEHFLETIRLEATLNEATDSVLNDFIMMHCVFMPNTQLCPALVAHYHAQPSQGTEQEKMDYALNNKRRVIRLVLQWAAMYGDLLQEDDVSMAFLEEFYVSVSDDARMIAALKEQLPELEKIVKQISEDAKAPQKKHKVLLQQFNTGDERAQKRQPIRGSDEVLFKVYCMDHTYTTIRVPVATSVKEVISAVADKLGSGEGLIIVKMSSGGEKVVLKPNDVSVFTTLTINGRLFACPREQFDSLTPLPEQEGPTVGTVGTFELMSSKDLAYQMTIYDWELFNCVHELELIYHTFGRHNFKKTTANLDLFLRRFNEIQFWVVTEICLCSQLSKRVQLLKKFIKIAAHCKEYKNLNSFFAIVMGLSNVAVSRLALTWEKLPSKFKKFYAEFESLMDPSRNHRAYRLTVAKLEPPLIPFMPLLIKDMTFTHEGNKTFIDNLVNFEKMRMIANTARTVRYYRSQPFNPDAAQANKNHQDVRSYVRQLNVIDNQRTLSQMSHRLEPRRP
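EPAC2 (100 nM) mixed with Rap1B loaded with BODIPY-GDP (250 nM) plus 50 uM unlabeled GDP; compounds pinned in, 5 min RT, then read every 5 min for 30 min (ex 480, em 540 nm). Normalized to cAMP control.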
ATXN viability: Viability Counterscreen for Primary qHTS for Inhibitors of ATXN expression | S2 cells (HEK-293 line with an ATXN2-luciferase reporter) viability, CellTiter-Fluor protease fluorescence, 24 h | Potency, µM (doses to about 56.7 µM), most hits filed as cytotoxic | 0.49% of 400,000 active | AID 651635, 2014; further: potency means the concentration at half of the fitted maximal effect; nearly all actives have a fitted effect of over 40% in size
ATXN2 expr inh: Primary qHTS for Inhibitors of ATXN expression; HEK-293 ATXN2-luciferase reporter, luminescence, 24 h; Potency, µM (titrated, usually from 57 µM), without a hit: at the highest dose activity change, negative = inhibition, actives largely listed as inhibitors; 0.72% of 360,000 active; further: potency means the concentration at half of the fitted maximal effect; on the % scale 0 is the no-effect control and ±100 the full control effect; nearly all actives have a fitted effect of over 55% in size
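ATXN2-luciferase reporter cells (luciferase flanked by upstream and downstream ATXN2 gene portions) were treated 24 h at 37 °C with compounds at up to 57 uM. SteadyGlo luminescence gave expression; GF-AFC fluorescence gave viability.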
Nrf2 activator: qHTS of Nrf2 Activators | 0.31% of 410,000 active | AID 624171, 2012 | AREc32 ARE-luciferase reporter (MCF7-derived line), luminescence, 24 h | Potency, µM (doses to about 46.1 µM), inactives show at the top dose activation, actives largely listed as activators; further: potency means the concentration at half of the fitted maximal effect; % of control where 0% means no effect; nearly all actives have a fitted effect of over 65% in size
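AREc32_Fluc, 1000 cells/well, OPTI-MEM + 5% FBS, o/n 37 deg C 5% CO2; 23 nL cpd by pin tool, 24 hr; Steady-Glo 30 min RT, luminescence.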
Active calls of the source: *; i = inactive; ? = inconclusive; · = not tested or not shown. Unless noted, the call rests on the fitted dose curve; in most records, active means well fitted curve in the direction sought with a large enough effect; inconclusive means small, poorly fitted or top-dose-only effect, or another doubt; inactive means no such curve, though single readings can be large; an effect the other way counts as inactive or inconclusive.

entry | SMILES | A549 viability | HepG2 tox | IL-2 act | Nrf2 inh | TGFb SMAD3 inh
1 | NC(=O)COC(=O)CCCSc1nc2ccccc2s1 | 8% | -2% | -0.7 | ? | -8%
2 | Cc1ccc(-c2nnn(CC(=O)N(Cc3ccccc3)C(C(=O)NC3CCCC3)c3ccncc3)n2)o1 (configuration not stated) | ? | 8% | -3.1 | · | -9%
3 | O=C(c1ccc(Cl)c(S(=O)(=O)N2CCCCC2)c1)N1CCCC(C(F)(F)F)C1 (configuration not stated) | -4% | 19% | -0.5 | -21% | -23%
4 | CCCCNC(=O)CSc1nc(O)c(Cc2ccc(OC)cc2)c(=O)[nH]1 | 1% | -30% | 2.3 | -6% | -17%
5 | Oc1ccc(NCc2cccs2)cc1 | 1% | -99% | -0.6 | ? | ?
6 | Cc1cc(NC(=O)c2cccc(S(=O)(=O)N3CCC(C)CC3)c2)no1 | 0% | -3% | -3.8 | -24% | 2%
7 | O=C(Cc1csc(-c2cccc(Cl)c2)n1)Nc1cccc(S(=O)(=O)NC2=NCCC2)c1 | -4% | 1% | -4.2 | 23µM* | 0%
8 | Cc1cc(=O)[nH]c(SCC(=O)NC2CCCCCCC2)n1 | -2% | 1% | -2.5 | -3% | 9%
9 | COc1ccc(C2C(C(=O)c3cccs3)=C(O)C(=O)N2Cc2cccnc2)cc1OC (configuration not stated) | -8% | -5% | -4.7 | 8% | -4%
10 | O=C(CSC1=NCCS1)N1CCOCC1 | -5% | -24% | -0.7 | 2% | -2%
11 | Cc1ccccc1C(=O)NNC(=O)C1CC(=O)N(Cc2ccccc2)C1 (configuration not stated) | -4% | -13% | -2.5 | 8% | 0%
12 | O=C(CN1CCN(Cc2ccc(F)cc2)C1=O)NCc1ccc(F)cc1 | 19% | 3% | · | · | -5%
13 | CCOC(=O)C1CCN(C(=O)Nc2ccc(Cl)cc2Cl)CC1 | -1% | -3% | -2.3 | -7% | -1%
14 | COc1ccc(-n2nnc3c(=O)n(Cc4cccc(C)c4)cnc32)cc1 | 0% | -10% | 0.7 | ? | 0%
15 | NS(=O)(=O)c1ccc(NC(=O)c2ccc(S(=O)(=O)N3CCc4ccccc43)cc2)cc1 | 0% | -2% | -3.8 | -7% | ?

entry | EPAC2 agonist | ATXN viability | ATXN2 expr inh | Nrf2 activator
1 | -3% | i | -39% | -2.3%
2 | -5% | i | 17% | 0.1%
3 | 6% | i | -19% | 0.1%
4 | 6% | i | 1% | -0.4%
5 | 7% | · | -29% | 18%
6 | -11% | i | -4% | -0.7%
7 | 11% | i | -23% | 0.0%
8 | 7% | i | 4% | -0.1%
9 | 1% | i | -11% | 1.7%
10 | 6% | i | 5% | 2.2%
11 | 8% | i | 14% | -0.7%
12 | · | i | -8% | 0.3%
13 | 3% | i | 8% | -0.5%
14 | -5% | i | -16% | 0.1%
15 | 13% | ? | · | 2.1%

New compounds follow:
entry | SMILES | A549 viability | HepG2 tox | IL-2 act | Nrf2 inh | TGFb SMAD3 inh
16 | CCOc1ccc2nc(NCCNC(=O)C(C)(C)C)c(C)cc2c1 | 5% | -15% | -1.1 | 18% | -5%
17 | Cc1noc(C)c1COc1ccccc1C(=O)NCCOc1ccccc1 | -3% | 8% | -4.8 | -5% | -7%
18 | NS(=O)(=O)c1ccc(CCNCc2cccnc2)cc1 | 2% | 2% | 0.1 | 0% | 12%
19 | COc1ccc(N2C(=O)C3CCCN3C2c2cccc(OC)c2)cc1 (configuration not stated) | -12% | 4% | -0.5 | 13% | -1%
20 | O=C(Nc1ccc(F)c(Cl)c1)N1CCC(CN2CCOCC2)CC1 | -6% | 1% | · | -6% | 10%
21 | Cc1cccc(S(=O)Cc2ccc(C(=O)NC3CCN(Cc4ccccc4)CC3)o2)c1 (configuration not stated) | -9% | -7% | -2.3 | -15% | ?
22 | CSc1cccc(NS(=O)(=O)c2ccc3c(c2)CCN3C(C)=O)c1 | -11% | -22% | 1.0 | ? | -13%
23 | CC(=O)Nc1ccc(NC(=O)c2csc([C@@H]3C[C@H](O)[C@@H](CO)O3)n2)cc1 | · | -5% | -0.2 | · | 20%
24 | COC(=O)c1ccc(CNC(=O)c2ccc(COc3ccccc3)cc2)cc1 | 0% | -2% | 0.5 | -17% | 2%
25 | O=[N+]([O-])c1ccc(Cl)c(/C=N/N2CCN(C3c4ccccc4-c4ccccc43)CC2)c1 | 1% | 1% | -3.3 | -12% | 12%
26 | CC(=O)Nc1c(-c2ccc(C)cc2)nc2ccc(Cl)cn12 | · | -22% | -0.4 | · | 1%
27 | CCC(C(=O)NC1C(=O)N2C(C(=O)O)=C(CSc3nnc(C)s3)CSC12)c1ccccc1 (configuration not stated) | 2% | -24% | 0.1 | 4% | -9%
28 | CCOc1ccc(-c2nnc(SCC(=O)N3CCNC3=O)o2)cc1 | -3% | -5% | 0.1 | ? | 2%
29 | CCN(CC)CC(=O)c1c[nH]c2ccc(OC)cc12 | -3% | -7% | 1.6 | -3% | 8%
30 | COCCCNC(=O)Cn1cc(/C=C(\C#N)C(=O)N2CCN(c3ccccc3)CC2)c2ccccc21 | -19% | -6% | -0.6 | ? | -33%

entry | EPAC2 agonist | ATXN viability | ATXN2 expr inh | Nrf2 activator
16 | 2% | i | 8% | 2.6%
17 | 1% | i | 8% | -0.3%
18 | -1% | i | · | 0.4%
19 | 2% | i | 15% | 0.2%
20 | · | · | · | 0.3%
21 | -10% | i | -6% | 0.2%
22 | 18% | i | 0% | 0.0%
23 | 6% | i | 4% | 0.7%
24 | -4% | i | 1% | -0.7%
25 | 1% | i | 8% | 0.2%
26 | 4% | i | · | 3.3%
27 | 3% | i | · | -0.2%
28 | 1% | i | 4% | -0.9%
29 | -13% | i | 5% | 0.1%
30 | 6% | i | 5% | -0.6%

(further entries)
entry | SMILES | A549 viability | HepG2 tox | IL-2 act | Nrf2 inh | TGFb SMAD3 inh
31 | CCN(c1ccccc1C)S(=O)(=O)c1ccc(N2CCCCS2(=O)=O)cc1 | 5% | 7% | · | · | 11%
32 | CC(=O)C[C@H](O)CC(=O)[C@H]1OC(=O)[C@@H](C)C/C=C\Cc2ccccc21 | -2% | 1% | 0.0 | 11% | -14%
33 | O=C(Cc1ccc([N+](=O)[O-])cc1)Nc1ccc(C(=O)N2CCOCC2)cc1 | 2% | -2% | 0.3 | -18% | 9%
34 | NC(=O)C1CNc2ccccc2O1 (configuration not stated) | 7% | -34% | 0.7 | 1% | -26%
35 | O=C(CN1CCN(c2cccc(C(F)(F)F)c2)CC1)Nc1ccc2c(c1)OCCCO2 | · | -29% | 2.2 | · | -19%
36 | COC(=O)c1ccc(C2=NOC(C)(c3nnc(-c4cccc(Cl)c4)o3)C2)cc1 (configuration not stated) | -7% | -1% | 0.4 | 5% | -12%
37 | Cc1ccc2ncnc(Oc3ncccc3NC(=O)C(C)(C)C)c2c1 | -6% | 8% | 0.8 | -3% | -6%
38 | COc1ccc(OC)c(NC(=O)Cc2nn(C)c(=O)c3ccccc23)c1 | -5% | -27% | -4.4 | ? | ?
39 | Cc1cc(C(=O)Nc2cccc3cccnc23)ccc1[N+](=O)[O-] | 21% | -25% | -1.6 | ? | -11%
40 | COc1cc(CN2CCC(C(=O)NCC(C)(C)CN(C)C)CC2)ccc1OCc1ccccc1 | 8% | -51% | -0.5 | 6% | -14%
41 | CCOC(=O)c1[nH]c(C)c(C(=O)NCc2ccc(C)cc2)c1C | 4% | -3% | -1.4 | -20% | 5%
42 | Cc1nc(Nc2ccccc2O)c2oc3ccccc3c2n1 | 10% | -10% | 1.2 | 7% | 0%
43 | NS(=O)(=O)c1ccc(NC2=CC(c3ccc([N+](=O)[O-])cc3)N(c3ccc(S(N)(=O)=O)cc3)C2=O)cc1 (configuration not stated) | -1% | -7% | 0.1 | -1% | 5%
44 | CCC1(c2ccccc2)NC(=O)N(CC(=O)N(C)CC(=O)Nc2ccc(F)c(F)c2F)C1=O (configuration not stated) | 4% | -2% | -2.0 | -4% | -5%
45 | C=C1C(O)C[C@@H](C(C)C)N(CC(C)C)S1(=O)=O (some centres not stated) | -6% | -16% | -0.1 | -13% | 17%

entry | EPAC2 agonist | ATXN viability | ATXN2 expr inh | Nrf2 activator
31 | · | · | · | 0.4%
32 | 1% | i | 10% | -0.1%
33 | 6% | i | -5% | -0.8%
34 | 15% | i | -12% | 0.5%
35 | 5% | ? | · | -0.2%
36 | 11% | i | 4% | -0.5%
37 | 5% | i | 6% | 1.5%
38 | -9% | i | -3% | 2.4%
39 | 3% | i | · | 25%
40 | 8% | ? | · | 4.6%
41 | 3% | i | -28% | 0.4%
42 | 5% | i | · | 19%
43 | 5% | i | 2% | 0.2%
44 | 6% | i | -2% | 0.6%
45 | -7% | i | 2% | -1.2%

Given with tabs: part of the list above.
nr	canonical_smiles	A549 viability	HepG2 tox	IL-2 act	Nrf2 inh	TGFb SMAD3 inh	EPAC2 agonist	ATXN viability	ATXN2 expr inh	Nrf2 activator
33	O=C(Cc1ccc([N+](=O)[O-])cc1)Nc1ccc(C(=O)N2CCOCC2)cc1	2%	-2%	0.3	-18%	9%	6%	i	-5%	-0.8%
36	COC(=O)c1ccc(C2=NOC(C)(c3nnc(-c4cccc(Cl)c4)o3)C2)cc1 (configuration not stated)	-7%	-1%	0.4	5%	-12%	11%	i	4%	-0.5%
45	C=C1C(O)C[C@@H](C(C)C)N(CC(C)C)S1(=O)=O (some centres not stated)	-6%	-16%	-0.1	-13%	17%	-7%	i	2%	-1.2%

Screening data as filed in PubChem BioAssay.
